GPR151 activ: activates the human receptor GPR151 | activation, % at 11.2 µM | Q8TDV0 | PathHunter beta-arrestin GPR151 cells, luminescence | hit rate 1% among 650,000; in the data active means activation above about 4.9%;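 further: 0% = median of compound wells and 100% = cells with positive control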
MITF inh: inhibitors of human MITF; inhibition, % at 2.6 µM; AlphaScreen MITF homodimerization, bead proximity signal; O75030; hit rate 0.91% among 650,000; in the data active means inhibition above about 50%;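 further: 0% = vehicle wells with protein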
TEAD-YAP inh: TEAD-YAP interaction inhibition; HEK-TIYL cells, TEAD-Gal4/YAP UAS-luciferase luminescence; inhibition, % at 9.12 µM; hit rate 1.4% among 640,000; in the data active means inhibition above about 32%;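 further: 0% = median of test compound wells and 100% = reference inhibitor wells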
FBW7 act: activators of human E3 ligase FBW7; AlphaScreen FBW7–phospho-cyclin E peptide binding, activator screen; normalized activity (activation), % at 26.1 µM; hit rate 0.13% among 650,000; AID 1259310; in the data active means normalized activity above about 1.9%;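 further: purified mutant Fbw7 with reduced substrate affinity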
Target sequence (Q969H0 whole entry, looked up): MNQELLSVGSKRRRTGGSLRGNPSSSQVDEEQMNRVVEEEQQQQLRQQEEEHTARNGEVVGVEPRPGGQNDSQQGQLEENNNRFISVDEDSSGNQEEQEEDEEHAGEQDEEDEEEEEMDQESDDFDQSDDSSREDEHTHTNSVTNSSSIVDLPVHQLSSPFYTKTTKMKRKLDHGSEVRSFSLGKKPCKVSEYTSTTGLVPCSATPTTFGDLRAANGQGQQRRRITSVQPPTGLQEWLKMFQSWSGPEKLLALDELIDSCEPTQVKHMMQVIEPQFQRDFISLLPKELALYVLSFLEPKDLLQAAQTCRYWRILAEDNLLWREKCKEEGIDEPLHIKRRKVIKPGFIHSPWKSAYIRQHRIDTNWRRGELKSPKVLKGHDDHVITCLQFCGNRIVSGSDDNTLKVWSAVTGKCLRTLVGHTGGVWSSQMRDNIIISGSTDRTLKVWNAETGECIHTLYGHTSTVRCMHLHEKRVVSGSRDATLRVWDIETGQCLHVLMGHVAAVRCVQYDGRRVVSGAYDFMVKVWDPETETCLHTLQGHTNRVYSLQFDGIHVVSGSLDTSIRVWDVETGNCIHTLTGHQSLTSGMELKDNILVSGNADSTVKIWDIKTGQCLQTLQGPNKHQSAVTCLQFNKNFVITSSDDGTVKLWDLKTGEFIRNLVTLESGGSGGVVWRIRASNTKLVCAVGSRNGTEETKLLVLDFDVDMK
The depositor's hits bear a star.

mol	GPR151 activ	MITF inh	TEAD-YAP inh	FBW7 act
O=C(O)c1c(Cl)c(Cl)c(C(=O)O)c(Cl)c1Cl	0.1	2	-4	0.4
CC(C)c1onc(C(=O)Nc2cc(Br)ccc2O)c1[N+](=O)[O-]	3.4	11	-10	-0.1
CC(C)CCCC(C)C1CCC2C3CC=C4CC(SC(=O)CC5CCCCC5)CCC4(C)C3CCC12C (stereo not given)	0.5	-4	8	0.0
O=C(CSc1nc2ccccc2c(=O)n1C1CCCC1)NCCC1=CCCCC1	-1.2	7	2	0.0
CSc1ccccc1NC(=O)COc1ccccc1Cl	0.5	-1	-11	-0.1
Cc1ccc(NC(=O)c2cc3ccccc3o2)cc1	0.3	-8	-55	0.0
Cc1ccc(-c2c(N3CCc4ccccc4C3)c(=O)c2=O)cc1	-1.5	6	10	0.1
Cc1ccc(C)c(OCC(=O)Nc2nccs2)c1	-2.0	12	-14	-0.2
O=C(Nc1cc2c(cc1C(=O)c1ccc(Br)cc1)OCCO2)c1ccccc1	1.1	1	-7	0.0
Cc1ccc(N2C(=O)CC(n3cnc4ccccc43)C2=O)c(C)c1 (stereo not given)	-0.8	12	3	0.0
COC(=O)C1=C(C)N(c2ccccc2F)C(=O)/C1=C\c1ccccc1F	0.0	2	-19	0.1
CS(=O)(=O)N1CCC(C(=O)N2CCN(c3ccc(F)cc3)CC2)CC1	-0.7	-1	-4	-0.1
O=C1CCC(CCNCc2ccccn2)N1Cc1cc(F)cc(F)c1 (stereo not given)	1.3	15	6	-0.7
CCCCOc1ccc(NC(=O)c2cnc(C)cn2)cc1	0.4	4	5	0.2
COc1cc(C2C(C(=O)OC(C)C)=C(C)NC3=C2C(=O)CC(c2ccccc2)C3)ccc1O (stereo not given)	0.2	2	5	0.2
CCN(CC)c1ccc2cc(C(=O)Nc3cccc(C)c3)c(=N)oc2c1	0.0	18	-2	2.4*
COCCOCC1CCN(C(=O)c2cc(-c3cccc(OC)c3)n[nH]2)CC1	-1.4	2	-7	0.1
COc1ccc2oc(=O)c(-c3nnc(Nc4ccccc4F)s3)cc2c1	-0.1	9	-6	0.0
COC1(OC)N=C(N)C2(C#N)C(c3ccc4c(c3)OCO4)C12C#N (stereo not given)	1.5	48	6	-0.2
CCC(C)Nc1cc(C)nc2c(-c3ccccc3OC)c(C)nn12 (stereo not given)	0.0	-8	-2	0.0

Further entries
mol	GPR151 activ	MITF inh	TEAD-YAP inh	FBW7 act
Cc1ccc(C2=N/C(=C\c3ccc(N(C)C)cc3)C(=O)O2)cc1C	-0.6	7	5	0.0
CC(C)(CNC(=O)CC1C(=O)NCCN1C/C=C/c1ccccc1)N1CCOCC1 (stereo not given)	-0.2	-16	-10	-0.1
CCc1ccc(/C=C2\SC(=S)N(CCOC)C2=O)s1	-0.7	31	-11	-0.3
CCN1CCN(CCCN(Cc2cccs2)C(=S)Nc2ccccc2C)CC1	1.1	-2	2	0.0
CCOC(=O)C(Cl)NNc1ccccc1[N+](=O)[O-] (stereo not given)	-0.9	72*	-9	-0.2
Cc1sc(NC(=O)Cc2ccccc2)c(-c2nc3ccccc3s2)c1C	-0.4	-5	8	-0.1
CCN1CCN(c2nc3nonc3nc2NC2CCCC2)[C@@H](C)C1=O	-0.1	-1	-5	-0.1
CSc1ccccc1C(=O)N(Cc1ccsc1)C1CC1	-0.1	14	-10	0.7
Cc1c(C(=O)NCc2ccc(Cl)cc2)sc2ncn(Cc3cccc(F)c3)c(=O)c12	1.2	6	-4	-0.1
O=S(=O)(c1cccs1)N(c1cccc(F)c1)S(=O)(=O)c1cccs1	1.7	4	2	0.0
CC(C)C(=O)Nc1cccc(NC(=O)/C=C/c2ccco2)c1	1.0	-18	-35	0.1
CCOC(=O)c1cc2c(=O)n3ccccc3nc2n(C(C)C)c1=NC(=O)c1ccccc1C	-0.7	17	-4	1.0
CN1CCCC(C(=O)NCc2nnc3n2CCN(Cc2cccc4ccccc24)CC3)C1 (stereo not given)	0.8	7	15	0.5
CC(=O)c1ccc(Nc2nc3ccccc3s2)cc1	-1.5	-17	-51	0.0
O=C(O)Cn1c(-c2ccccc2)nc2ccccc21	-0.5	10	-9	-0.2
O=c1nc2n(c3sc4c(c13)CCCC4)Cc1ccccc1C2	-0.1	8	6	0.7
CCC(C)(C)NC(=O)CN(C(=O)CCC(=O)Nc1ccccn1)c1ccc(F)c(Cl)c1	-0.2	2	6	0.0
CCCCc1nnc2sc(NC(=O)c3cccc(C)c3)nn12	0.7	1	1	0.0
Cc1cc(C)c2nc(N3CCCC(C(=O)NCCCN4CCCC4)C3)sc2c1 (stereo not given)	-0.4	7	-9	-0.3
OC(COc1ccc2c(c1)OCO2)CN1CCN(c2ccccc2F)CC1 (stereo not given)	-0.3	-3	12	0.3

Next section.
mol	GPR151 activ	MITF inh	TEAD-YAP inh	FBW7 act
O=C(Nc1ccc(Br)c(Cl)c1)c1ccc(C(=O)Nc2ccc(Br)c(Cl)c2)cc1	0.5	6	-3	0.1
COc1ccccc1-n1c(C)nc2cc(C(=O)NCc3ccccc3Cl)ccc21	0.1	3	-3	0.0
O=C(c1ccco1)N(Cc1ccc(F)cc1)C1CCS(=O)(=O)C1 (stereo not given)	-0.6	4	-2	0.0
Nc1ccc(C(=O)OCC(=O)Nc2ccc3c(c2)OCO3)cc1[N+](=O)[O-]	-0.7	-4	-2	-0.1
Cc1ccc(Oc2ccc(NC(=O)CN3CCSC3=O)cc2)cc1	1.2	6	-8	0.0
O=C(Oc1ccc(Br)cc1C(=S)N1CCCCC1)c1ccccc1Cl	-1.9	7	4	-0.1
CC1=C(C(N)=O)C(c2ccc(Cl)cc2Cl)n2nnnc2N1 (stereo not given)	3.0	-1	1	-0.1
COC(=O)C1(C(F)(F)F)CC(C)=CCN1S(=O)(=O)c1ccccc1 (stereo not given)	-0.6	7	8	0.6
COc1ccccc1-c1ccc(=O)n(CC(=O)Nc2ccc(N3CCOCC3)cc2)n1	1.1	-6	-5	0.0
COc1ccccc1-c1nc2s/c(=C\c3cc(OC)c(OC)c(OC)c3)c(=O)n2n1	-0.9	9	-3	0.1
COc1ccc(-n2nc(C(=O)N3CCN(c4ccccc4OC)CC3)c3ccccc3c2=O)c(OC)c1	0.4	-12	15	0.1
COc1ccc(C(=O)Cc2cc(OC)c(OC)cc2[N+](=O)[O-])cc1OC	1.7	10	4	0.1
Cc1cc(C)c(/C=c2/sc3nc4cc(Br)cnc4n3c2=O)cc1C	0.5	2	11	0.6
Cc1ccc(/C=C\c2nc(O)c([N+](=O)[O-])c(=O)[nH]2)s1	0.1	-5	-3	0.0
COc1ccc(NC(=O)c2cc3ccccc3oc2=O)cc1Cl	-0.8	-2	-3	-0.1
O=C1C2C3C=CC(C3)C2C(=O)N1c1ccc2sc3ccccc3c2c1 (stereo not given)	1.4	8	-4	0.4
CCOc1ccc(NC(=O)/C=C/c2ccc(OC)cc2)c([N+](=O)[O-])c1	0.6	-9	2	-0.2
Cc1sc(NC(=O)c2ccc(S(=O)(=O)N3CCOCC3)cc2)c(C#N)c1C	-0.3	8	5	-0.4
Nc1nc(NCc2cccnc2)cc(Nc2ccccc2)n1	0.5	2	-12	0.0
COc1ccc(-n2nc(C(=O)NCC(=O)NCc3ccco3)c3ccccc3c2=O)c(OC)c1	1.1	2	14	-0.2

New compounds follow.
mol	GPR151 activ	MITF inh	TEAD-YAP inh	FBW7 act
C=CCN1C(=S)NC2CC1(C)Oc1ccccc12 (stereo not given)	0.0	-12	8	0.0
O=S1(=O)CC2N=C(N3CCN(C4=NC5CS(=O)(=O)CC5S4)CC3)SC2C1 (stereo not given)	0.4	10	-3	0.1
COc1ccc(C(N)=O)cc1NC(=O)c1ccc2c(=O)n(-c3ccccc3)c(=S)[nH]c2c1	0.1	22	7	0.1
Cc1ccc2oc(=O)c3cnn(CC(=O)N4CCC(C)CC4)c3c2c1	-0.5	8	13	0.6
Cc1cccc(NS(=O)(=O)c2ccc3c(c2)SCC(=O)N3)c1	0.0	1	2	0.0
Cc1cccc(NC(=O)N2CCCC2C(=O)NCCC(C)C)c1 (stereo not given)	-1.0	-3	-1	-0.1
COc1cc(C(=O)OCC(=O)NC(C)(C)C)c([N+](=O)[O-])cc1OC	-0.6	-6	7	-0.2
COc1cc(/C=C2\SC(=Nc3cc(C)cc(C)c3)NC2=O)ccc1O	0.5	-1	-10	-0.2
O=Cc1coc2c(CCl)cc(Cl)cc2c1=O	0.9	10	0	-0.2
COc1ccc(C(=O)NC2CCCCC2)cc1[N+](=O)[O-]	-0.8	-13	-6	-0.3
Cc1ccc(C(=O)Oc2cc(N)n(S(=O)(=O)c3ccc(C)cc3)n2)cc1	1.1	10	-13	0.2
CCOC(=O)C1CCN(C(=O)c2ccc3nc(-c4cccs4)c(-c4cccs4)nc3c2)CC1	0.1	-11	-8	0.0
CCOc1ccc(/C=N/NC(=O)C2COc3ccccc3O2)cc1 (stereo not given)	-0.4	-10	22	-0.1
COc1ccc(S(=O)(=O)N2CCC(c3nnc(-c4ccccc4OC)o3)CC2)cc1	0.0	11	0	0.1
COP(=O)(OC)C(OC(=O)NC(=O)C(Cl)(Cl)Cl)c1ccccc1 (stereo not given)	0.6	7	-2	0.2
C=CCN(CC=C)CC(O)CN1c2ccccc2Sc2ccccc21 (stereo not given)	0.8	-2	3	0.2
O=C1CCC(C(=O)NCC2CCC3(CCN(CCCc4ccccc4)CC3)O2)=NN1 (stereo not given)	0.6	-7	3	0.0
CCC(=O)c1ccc(OCC(O)CNCCc2ccc(Cl)cc2)cc1 (stereo not given)	0.6	-2	12	0.3
O=[N+]([O-])c1ccc(OCCOc2ccc(S(=O)(=O)N3CCOCC3)cc2)cc1	-1.2	11	6	-0.1
Cn1nccc1Nc1cc(Nc2ccc3c(c2)OCO3)ncn1	-0.7	-3	-20	-0.1

Additional compounds.
mol	GPR151 activ	MITF inh	TEAD-YAP inh	FBW7 act
COc1ccccc1NC(=O)CN(CCc1ccccc1)S(=O)(=O)c1ccc(Cl)cc1	0.0	7	5	-0.3
COc1cc(C(=O)NCC(=O)N/N=C/C(C)(C)C)cc(OC)c1OC	0.8	-21	4	0.1
C=CCNC(=O)C1CCN(S(=O)(=O)N2CCC(C)CC2)CC1	-0.6	-5	-3	-0.2
COc1cccc2cc(-c3nc(-c4ccc(Sc5ccccc5)cc4)cs3)c(=O)oc12	-0.2	3	2	0.0
CCOC(=O)c1[nH]c(CN2CCOCC2)c(C(C)=O)c1C	-0.3	-1	-5	-0.1
Fc1ccc(-c2cnc(N3CCCC3)nc2)cc1	1.0	3	-44	0.1
C=CCOc1c(CNc2cccc(C(=O)O)c2)cccc1OCC	-0.2	6	-3	-0.2
Cc1cc(C)c(NC(=O)c2ccc3c(c2)C(=O)N(c2ccc(Sc4ccc([N+](=O)[O-])cc4)cc2)C3=O)c(C)c1	0.1	7	3	-0.1
Cc1cc(C)cc(Nc2nc(-c3cc(C)ccc3C)cs2)c1	2.5	6	1	-0.1
COc1ccc(CSc2nc3ncccc3[nH]2)cc1	-5.1	2	-50	0.1
Cn1c(=O)c2c(nc(N3CCNCC3)n2CC(O)COc2ccccc2)n(C)c1=O (stereo not given)	-1.5	-14	4	0.0
CC1=CSC2=NC(=O)/C(=C/c3cccc(OC(=O)c4ccco4)c3)C(=N)N12	2.0	-3	-6	-0.1
Cc1cc(C)c(S(=O)(=O)N2CCN(S(=O)(=O)c3ccccc3)C2c2ccccc2)c(C)c1 (stereo not given)	-1.4	-17	-4	-0.1
O=C1N[C@@H](Cc2ccc(Cl)cc2)C(=O)N2CCN(C(=O)c3cc(F)cc(F)c3)C[C@H]12	-1.7	17	-6	1.2
CCOC(=O)CN(Cc1ccccc1)C(C(=O)Nc1ccc2c(c1)OCO2)c1ccccc1 (stereo not given)	0.1	-6	3	-0.1
CCOc1ccccc1N(C)S(=O)(=O)c1ccc2[nH]cc(C(=O)N(C)C3CCCCC3)c(=O)c2c1	1.4	6	-1	-0.1
COc1ccccc1NC(=O)Cn1cc(C#N)c2cc(Br)ccc21	-1.7	5	2	0.0
O=C(CCC(=O)c1ccccc1)Nc1ccc(Br)cc1	0.3	18	-8	0.5
CN1CCN(Cc2c(O)ccc3c(=O)c(-c4ccc(Cl)cc4Cl)coc23)CC1	0.9	8	-1	0.2
COC(=O)C1=C(N)Oc2cc(C)n(Cc3cccnc3)c(=O)c2C1c1ccccc1Cl (stereo not given)	0.7	4	-2	0.0
Cc1cc(NCCO)nc(Oc2ccccc2)n1	-0.8	9	3	0.1
CCCc1cc(C(=O)Nc2cnn(Cc3ccc(F)cc3)c2)no1	0.5	-1	-17	0.0

Pulled by compound from the entries so far (5):
mol	GPR151 activ	MITF inh	TEAD-YAP inh	FBW7 act
COc1ccc(CSc2nc3ncccc3[nH]2)cc1	-5.1	2	-50	0.1
Cc1cc(C)c(NC(=O)c2ccc3c(c2)C(=O)N(c2ccc(Sc4ccc([N+](=O)[O-])cc4)cc2)C3=O)c(C)c1	0.1	7	3	-0.1
CCOc1ccccc1N(C)S(=O)(=O)c1ccc2[nH]cc(C(=O)N(C)C3CCCCC3)c(=O)c2c1	1.4	6	-1	-0.1
O=C1N[C@@H](Cc2ccc(Cl)cc2)C(=O)N2CCN(C(=O)c3cc(F)cc(F)c3)C[C@H]12	-1.7	17	-6	1.2
COc1ccccc1NC(=O)CN(CCc1ccccc1)S(=O)(=O)c1ccc(Cl)cc1	0.0	7	5	-0.3

Looked up above:
For GPR151 activ, O=C(CCC(=O)c1ccccc1)Nc1ccc(Br)cc1 has the entry 0.3
For TEAD-YAP inh, COc1cc(C(=O)NCC(=O)N/N=C/C(C)(C)C)cc(OC)c1OC has the entry 4

Screening results: PubChem BioAssay, The Scripps Research Institute Molecular Screening Center
